DNMT1 block = blocks human DNA methyltransferase DNMT1; 360,000 compounds, 0.83% hits; P26358; inhibition (reported as % activation of signal), % at 10 µM; DNMT1 molecular beacon, Hinp1I cleavage, fluorescence; in the data active = inhibition above about 50%
CSN inh = CSN deneddylation inhibition; Q92905; Purified CSN, SCF-Nedd8-OG deneddylation, fluorescence polarization; inhibition, % at 12.5 µM; 360,000 compounds, 0.38% hits;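 active = pattern-corrected inhibition above about 35%, with an unprinted fluorescence ratio check between 0.5 and 1.5, limit read from the data, passing the limit was not always enough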;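 note: 0% = enzyme with substrate and 100% = substrate without enzyme; some results filed as inactive read as strong as hits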
Target sequence (Q92905 whole entry, looked up, one chain of several): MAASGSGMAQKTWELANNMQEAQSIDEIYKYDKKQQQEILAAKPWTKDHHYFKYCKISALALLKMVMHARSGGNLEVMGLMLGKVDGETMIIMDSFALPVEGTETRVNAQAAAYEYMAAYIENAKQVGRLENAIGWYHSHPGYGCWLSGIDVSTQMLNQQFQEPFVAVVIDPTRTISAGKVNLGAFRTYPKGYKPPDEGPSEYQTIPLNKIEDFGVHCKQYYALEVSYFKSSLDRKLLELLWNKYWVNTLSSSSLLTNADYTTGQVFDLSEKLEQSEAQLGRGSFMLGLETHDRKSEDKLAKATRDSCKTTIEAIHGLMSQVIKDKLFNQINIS
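Material: human Csn5 produced in HEK293T cells; Input: enzyme 0.24 nM; Reagent: SCFSkp2-Nedd8OG substrate at 10 nM final; Dosing: 12.5 µM compound; Incubation: 90 min reaction at room temperature; Detection: fluorescence polarization of the substrate; Evaluation: % inhibition of substrate cleavage by Csn5; Control set: substrate-only high control, full reaction low control.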
STEP inh = STEP (human) phosphatase inhibition; 360,000 compounds, 0.25% hits; recombinant STEP, OMFP fluorogenic substrate, fluorescence; P54829; inhibition, % at 20 µM; AID 588621;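 active = inhibition at 20 µM, scaled per plate between control wells, above about 37%, limit read from the data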;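 note: 0% = DMSO with enzyme and substrate and 100% = substrate only without enzyme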
Target sequence (P54829 whole entry, looked up): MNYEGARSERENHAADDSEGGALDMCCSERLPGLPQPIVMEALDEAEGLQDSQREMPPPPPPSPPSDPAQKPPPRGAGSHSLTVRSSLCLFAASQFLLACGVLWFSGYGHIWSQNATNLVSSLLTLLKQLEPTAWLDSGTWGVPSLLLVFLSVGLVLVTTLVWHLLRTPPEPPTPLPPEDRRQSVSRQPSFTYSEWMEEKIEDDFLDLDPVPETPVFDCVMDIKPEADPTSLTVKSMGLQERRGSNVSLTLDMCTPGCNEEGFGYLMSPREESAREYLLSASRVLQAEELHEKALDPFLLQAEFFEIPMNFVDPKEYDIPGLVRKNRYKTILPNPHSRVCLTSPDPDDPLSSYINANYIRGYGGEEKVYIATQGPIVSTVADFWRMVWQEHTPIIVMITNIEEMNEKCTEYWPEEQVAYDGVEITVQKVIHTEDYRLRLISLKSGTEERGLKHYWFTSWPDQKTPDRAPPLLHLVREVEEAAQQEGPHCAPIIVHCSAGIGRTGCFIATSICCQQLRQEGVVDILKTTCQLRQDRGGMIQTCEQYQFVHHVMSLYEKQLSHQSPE
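System: STEP (striatal-enriched tyrosine phosphatase) enzyme, cell-free; medium: Bis-Tris pH 6.0 buffer with DTT, detergent; dosing: 20 µM, 1% DMSO; times: reaction 20 min, ambient temperature; detection: fluorescence, 480/540 nm; read-out basis: normalized % inhibition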
NadD inh = NadD (S. aureus) enzyme inhibition; purified NadD enzyme, colorimetric absorbance read-out; inhibition, % at 20 µM; 360,000 compounds, 0.78% hits; AID 602399; in the data active = inhibition above about 26%; note: some compounds past the cut are filed as inactive
SUMO1-SIM PPI = SUMO1-SIM interaction modulation; P63165; SUMO1 binding to a labelled peptide, TR-FRET, 1 h; inhibition, % at 20 µM; 360,000 compounds, 0.33% hits; AID 602429; in the data active = inhibition above about 37%
Scp1 inh = blocks human Scp-1 phosphatase activity; Q9GZU7; Recombinant Scp1, phosphopeptide, malachite green phosphate absorbance; inhibition, % at 20 µM; 340,000 compounds, 0.88% hits;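 active = inhibition above about 50% at 20 µM, limit read from the data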;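 note: plate controls were DMSO wells with enzyme for no effect and wells lacking enzyme for full effect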
Target sequence (Q9GZU7 76-261 limits assumed): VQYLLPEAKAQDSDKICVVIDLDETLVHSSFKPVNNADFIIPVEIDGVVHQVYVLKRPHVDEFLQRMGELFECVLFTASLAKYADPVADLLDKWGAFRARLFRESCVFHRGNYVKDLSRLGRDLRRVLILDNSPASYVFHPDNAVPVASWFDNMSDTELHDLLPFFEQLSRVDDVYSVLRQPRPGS
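System: SCP-1 catalytic domain; Reagent: Phospho 17-mer peptide substrate; Doses: one concentration, 20 µM, with 1.0% DMSO; Incubation: 45 min room-temperature reaction, 5 min colour, 30 min stabiliser; Signal: Phosphate-binding colour reagent, absorbance read at 630 nm.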
MLLE-PAM2 inh = inhibitors of microRNA-mediated deadenylation, human PABP1 MLLE binding | P11940 | GST-MLLE / FITC-PAM2 fluorescence polarization | inhibition, % at 20 µM | 360,000 compounds, 0.36% hits | AID 588489; in the data active = inhibition above about 35%, passing the limit was not always enough;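 note: plate controls were DMSO wells with GST-MLLE for no effect and wells lacking GST-MLLE protein for full effect; some results filed as inactive read as strong as hits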
TbMetRS inhib = blocks T. brucei methionyl-tRNA synthetase activity; purified T. brucei MetRS, ATP depletion, Kinase-Glo luminescence; inhibition, % at 11.9 µM; 360,000 compounds, 0.4% hits; AID 624268;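 active = inhibition above a per-plate cutoff of the control wells' mean inhibition plus 3 SD, cut at about 5.5% in these data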;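 note: 0% = DMSO wells median and 100% = median of wells with control inhibitor compound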
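System: purified T. brucei MetRS enzyme / Detection: Kinase-Glo luciferase luminescence reporting remaining unconsumed ATP / Medium: HEPES buffer with MgCl2, KCl, DTT, spermine, BSA, pyrophosphatase / Replication: singlicate, one well per compound / Evaluation: percent inhibition relative to median high and low control wells / Schedule: 2 h aminoacylation at 25 °C after 15 min preincubation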
LMPTP block = LMPTP (human) inhibition; recombinant LMPTP-A, OMFP fluorogenic substrate, fluorescence intensity; inhibition, % at 20 µM; 360,000 compounds, 0.22% hits;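 active = compounds that cut the enzyme signal by at least half of the control window in the single-dose screen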;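 note: plate controls were DMSO wells with enzyme plus substrate for no effect and substrate without enzyme for full effect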
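Test system: LMPTP-A phosphatase enzyme. Amount: LMPTP-A at 0.625 nM final in the reaction. Reagent: OMFP substrate, 400 µM final. Times: 50 min at room temperature. Signal: endpoint fluorescence intensity from OMFP dephosphorylation. Read-out basis: % inhibition. Benchmarks: no-enzyme and uninhibited controls.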
Rpn11 inh = blocks the human proteasome subunit Rpn11 | O00487 | human 26S proteasome, Ub4-pepOG fluorescence polarization; 20S core pre-blocked with epoxomicin | calls only at 20 µM | 360,000 compounds, 0.59% hits | AID 588493;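 active = inhibition at 20 µM, scaled to each plate's controls, above about 33%, limit read from the data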
* marks the source's active call; other numbers are inactive results; i = inactive; x = no result given.

SMILES	DNMT1 block	CSN inh	STEP inh	NadD inh	SUMO1-SIM PPI	Scp1 inh	MLLE-PAM2 inh	TbMetRS inhib	LMPTP block	Rpn11 inh
COc1cccc(NC(=S)N(CCCN2CCOCC2)Cc2cn(C)c3ccccc23)c1	-3.0	-4.6	1.0	0.2	-0.2	-6.3	-25.9	-0.6	-1.1	i
Cc1ccc(NC(=O)CS(=O)CC(=O)Nc2ccccc2-c2ccc(C)o2)cc1 (stereo not drawn)	-4.2	1.3	10.0	-5.5	-34.5	-4.4	34.3	-0.4	-2.4	i
Cc1ccc(/C=C/c2nc3ccccc3[nH]2)o1	-10.3	-0.4	3.7	5.8	-0.3	-2.3	-7.0	-0.2	0.6	i
COc1ccc(S(=O)(=O)Nc2cccnc2)c(Cl)c1Cl	3.9	-3.3	-0.8	-7.5	2.5	-4.7	8.0	-0.5	-1.2	i
CC1CC(C)CN(S(=O)(=O)N2CCC(C(=O)NCCc3ccccc3)CC2)C1 (stereo not drawn)	1.1	2.5	-1.7	-3.5	3.5	0.3	-6.1	0.6	-1.6	i
C[C@H](CO)N1C[C@H](C)[C@@H](CN(C)Cc2ccccc2)Oc2c(NS(=O)(=O)c3cn(C)cn3)cccc2C1=O	-1.9	2.6	1.6	0.5	-4.5	68.9*	-7.8	0.3	-0.8	i
CN(/N=C/c1ccc(Cl)cc1)c1ncc(Cl)cc1C(F)(F)F	2.7	2.5	1.2	-1.7	-11.9	-10.5	-6.7	-0.6	1.9	i
COc1ccc(Cn2cccc(NC(=O)Nc3ccc(C#N)cc3)c2=O)cc1	3.1	5.1	-2.1	-6.8	-1.6	0.2	-4.2	-1.1	0.0	i
O=C(Nc1cccc(-c2ccc(N3CCOCC3)nn2)c1)c1ccccc1Cl	1.7	-1.2	-1.7	1.0	-5.6	-1.2	-3.7	-0.4	0.9	i
O=C(Nc1ccccc1C(=O)N1CCCCC1)NC1CCCCC1	7.1	-1.9	1.7	-5.7	-1.2	-3.0	4.0	-0.9	-2.3	i
COc1cccc(OC)c1C(=O)NC(=S)Nc1ccc2c(c1)OCCO2	-1.3	-1.2	2.1	-7.7	-2.7	-5.0	29.1	-1.2	-0.5	i
Cc1ccc(NC(=O)CN2C(=O)NC(C)(CCc3ccccc3)C2=O)cc1 (stereo not drawn)	3.9	5.6	-3.8	-1.7	0.2	-2.5	-8.3	-1.3	-1.2	i
Cc1ccc(S(=O)(=O)NCC(=O)N2CCN(c3ccccc3F)CC2)cc1	1.9	-0.2	-2.0	0.8	-1.8	4.3	-12.1	-0.6	-0.8	i
CCc1ccc([C@H]2C(C(=O)O)=C[C@@H](C(C)(C)C)N2S(=O)(=O)c2ccc(C)cc2)cc1	-3.1	-4.6	-0.3	0.5	0.2	4.1	9.5	-1.4	1.6	i
CC[C@H](C)[C@H](NC(=O)c1ccccc1)C(=O)NC(CC(=O)O)c1ccc(F)cc1 (stereo partly drawn)	5.2	-6.7	-2.5	-2.1	5.4	-7.7	4.3	-1.3	-3.7	i
O=C(NCc1ccc(F)cc1)C(c1cccs1)N(C(=O)c1csnn1)C1CC1 (stereo not drawn)	3.4	1.2	-0.1	-3.7	5.6	-2.0	0.0	-0.3	-1.0	i
CC(C)c1ccc(NS(=O)(=O)c2ccc3c(c2)oc(=O)n3C)cc1	-0.9	-2.1	0.4	-3.9	4.1	-12.8	-2.1	0.2	1.3	i
CCOc1ccc(S(=O)(=O)n2ccc(C)n2)cc1	3.8	2.3	-0.6	-4.3	-2.3	-2.0	13.5	0.5	-0.3	i
CCOC(=O)CNc1nc(C(C)(C)C)nc2c1nnn2Cc1ccccc1Cl	-1.9	5.5	-2.5	-2.4	0.5	-1.1	-3.1	0.0	1.4	i
CC(=O)c1c(C)[nH]c(C(=O)CN(C)CC(=O)Nc2ccccc2Cl)c1C	-6.7	-5.9	0.7	0.0	-3.5	-15.3	5.6	-0.2	-0.4	i
Cc1cccc(-n2c(SCC(=O)N(C)C3CCS(=O)(=O)C3)nc3ccccc3c2=O)c1C (stereo not drawn)	1.1	-0.9	0.1	-2.9	7.5	-3.8	9.2	-0.3	-0.9	i
C(=C\c1ccccc1)/CN1CCN(C(CCc2ccccc2)c2nnnn2C2CCCC2)CC1 (stereo not drawn)	-4.6	-1.9	-0.3	0.2	4.7	x	1.0	0.1	0.9	i
COC(=O)c1cccc2c1-c1ccccc1/C2=N\NC(N)=O	4.4	2.1	-2.3	-5.0	-26.6	-4.2	6.0	-0.7	1.2	i
O=C(Nc1cc(SCCO)cc([N+](=O)[O-])c1)c1ccc(Br)o1	-11.8	-11.8	1.9	-2.1	-15.4	-6.8	7.5	0.0	-0.5	i
COc1cccc(CC(NC(C)=O)C(=O)NC2CCN(c3nnnn3-c3ccccc3)CC2)c1OC (stereo not drawn)	2.3	4.0	1.0	5.4	-1.7	1.7	6.3	-0.6	-0.5	i
CCOC(=O)C1(C)CCCN(C(=O)c2c(F)ccc(C)c2F)C1 (stereo not drawn)	8.5	0.1	-0.7	-0.1	1.7	x	-21.0	-0.1	-2.1	i
CC(C)C(=O)Nc1ccc(C(=O)Nc2ccc(S(=O)(=O)N3CCOCC3)cc2)cc1	-1.0	-0.5	0.7	-5.2	-0.4	4.4	0.6	-0.5	-1.4	i
CCOC(=O)CSc1nnc(CNC(=O)c2ccco2)n1-c1ccc(F)cc1	0.9	-4.6	-6.1	-5.4	-1.3	-4.3	-6.8	-0.4	-1.7	i
CCOc1ccccc1N(CC(=O)N1CCOCC1)S(=O)(=O)c1ccccc1	2.6	-1.6	-2.9	-0.4	-0.7	-4.8	1.9	-0.4	-1.9	i
Cc1csc(NC(=O)c2ccc(S(C)(=O)=O)cc2)n1	0.0	4.6	0.0	0.1	-0.8	3.6	-0.7	0.4	-0.4	i
CCOc1ccc2c(=O)c(-c3ccc4c(c3)OCCCO4)c(C)oc2c1	-0.6	-13.7	1.4	-9.5	-2.7	-3.9	-4.6	0.1	0.7	i
COc1cc2c(cc1OC)C1(CCCC1)CNC2C (stereo not drawn)	-0.7	4.2	-0.6	4.2	-1.8	0.4	3.8	-0.4	-0.1	i
O=C(Nc1nc(=O)c2ccccc2s1)c1ccc(Cl)cc1	43.6	2.9	-2.0	1.6	-4.4	-9.3	9.3	-1.5	14.9	i
CCOc1ccc(OCCCCOc2ccccc2C(C)=O)cc1	-0.5	-7.4	2.6	-3.6	-1.1	-18.3	18.9	0.5	3.7	i
Cc1nnc(NC(=O)c2ccc3ccccc3n2)s1	0.2	1.1	-1.6	4.9	-18.0	-7.7	2.5	-0.1	1.1	i
COc1cccc(NC(=S)N2CCC(NC(=O)C3CCCCC3)CC2)c1	1.4	5.1	7.7	3.2	10.6	6.2	-38.0	-0.2	-1.4	i
COc1ccc(C)cc1NC(=O)CSc1nnc(CC(=O)Nc2ccccc2F)n1C	-1.5	4.7	-4.5	-3.4	1.0	-3.0	5.9	0.3	-2.9	i
COc1cccc(CNC(=O)C(=O)NCCC2CCCCN2S(=O)(=O)c2ccc(C)cc2)c1 (stereo not drawn)	0.2	2.4	-0.1	-10.2	2.1	-4.2	0.2	-0.3	0.1	i
COc1cc(N/C=C2\CC(=O)NC(C)=C2C#N)cc(OC)c1OC	23.9	12.6	-0.1	16.0	0.1	13.3	-5.2	0.8	10.6	i
CCCn1c(=O)n(C)c(=O)c2c(SCC(=O)NCc3ccco3)nc(C3CC3)nc21	1.9	-2.2	1.6	0.2	3.4	-0.4	9.2	-1.0	-0.2	i
CCCCc1c(O)nc2ccccn2c1=O	0.3	0.0	3.1	1.3	-6.4	-9.8	10.8	-0.3	-1.2	i
CCCn1c(-c2cccc([N+](=O)[O-])c2)nc2c1c(=O)[nH]c(=O)n2Cc1ccccc1	-0.3	2.5	0.3	-1.7	-18.8	-7.9	0.3	0.0	-1.2	i
CN1CCN(CC(=O)Nc2c(C(=O)c3ccccc3)oc3ccccc23)CC1	-3.3	1.4	0.2	-11.8	-30.0	-4.7	-7.0	0.1	0.4	i
COc1ccc(C(=O)CC(=O)C(=O)Nc2ccc(C)c(Cl)c2)cc1	4.5	1.9	7.6	5.0	-2.2	-19.0	0.8	-1.0	-2.0	i
CCN(CC(=O)Nc1ccc2c(c1)OCCO2)Cc1nc2cc(Cl)ccc2c(=O)[nH]1	-6.6	-0.1	1.9	2.4	-0.6	-2.4	-15.1	-0.2	0.6	i
COCCCC1CCN(C(=O)C2CCC(=O)N(CC3CCCCC3)C2)CC1 (stereo not drawn)	-1.4	-0.7	-2.1	-3.1	8.8	6.4	6.0	-0.1	-0.9	i
COc1ccc(NC(=O)c2ccc3ncsc3c2)c2ccccc12	-1.0	3.2	0.8	1.9	9.7	-4.5	2.1	-0.2	1.0	i
CCOC(=O)C(/C(C)=N/NC(=O)c1ccccc1[N+](=O)[O-])C(C)C (stereo not drawn)	-1.7	1.6	-4.7	-4.8	-7.3	-3.8	0.6	-1.0	-0.4	i

A different layout for some results above.
CN1CCN(CC(=O)Nc2c(C(=O)c3ccccc3)oc3ccccc23)CC1
  DNMT1 block: -3.3
  CSN inh: 1.4
  STEP inh: 0.2
  NadD inh: -11.8
  SUMO1-SIM PPI: -30.0
  Scp1 inh: -4.7
  MLLE-PAM2 inh: -7.0
  TbMetRS inhib: 0.1
  LMPTP block: 0.4
  Rpn11 inh: i
COc1ccc(C(=O)CC(=O)C(=O)Nc2ccc(C)c(Cl)c2)cc1
  DNMT1 block: 4.5
  CSN inh: 1.9
  STEP inh: 7.6
  NadD inh: 5.0
  SUMO1-SIM PPI: -2.2
  Scp1 inh: -19.0
  MLLE-PAM2 inh: 0.8
  TbMetRS inhib: -1.0
  LMPTP block: -2.0
  Rpn11 inh: i
CCN(CC(=O)Nc1ccc2c(c1)OCCO2)Cc1nc2cc(Cl)ccc2c(=O)[nH]1
  DNMT1 block: -6.6
  CSN inh: -0.1
  STEP inh: 1.9
  NadD inh: 2.4
  SUMO1-SIM PPI: -0.6
  Scp1 inh: -2.4
  MLLE-PAM2 inh: -15.1
  TbMetRS inhib: -0.2
  LMPTP block: 0.6
  Rpn11 inh: i
COCCCC1CCN(C(=O)C2CCC(=O)N(CC3CCCCC3)C2)CC1 (stereo not drawn)
  DNMT1 block: -1.4
  CSN inh: -0.7
  STEP inh: -2.1
  NadD inh: -3.1
  SUMO1-SIM PPI: 8.8
  Scp1 inh: 6.4
  MLLE-PAM2 inh: 6.0
  TbMetRS inhib: -0.1
  LMPTP block: -0.9
  Rpn11 inh: i

Screening results (PubChem)
